MOR-DOR ag – OPRM1-OPRD1 heterodimerization agonism. P35372+P41143. cells, luminescence. activation, % at 9.3 µM. hit rate 0.3% among 340,000. AID 504326; in the data active = activation above about 18%;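 note: 0% = vehicle-treated cells and 100% = reference agonist; values of inactives mirror those of a sister screen read the other way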
Target sequence (P35372 whole entry, looked up): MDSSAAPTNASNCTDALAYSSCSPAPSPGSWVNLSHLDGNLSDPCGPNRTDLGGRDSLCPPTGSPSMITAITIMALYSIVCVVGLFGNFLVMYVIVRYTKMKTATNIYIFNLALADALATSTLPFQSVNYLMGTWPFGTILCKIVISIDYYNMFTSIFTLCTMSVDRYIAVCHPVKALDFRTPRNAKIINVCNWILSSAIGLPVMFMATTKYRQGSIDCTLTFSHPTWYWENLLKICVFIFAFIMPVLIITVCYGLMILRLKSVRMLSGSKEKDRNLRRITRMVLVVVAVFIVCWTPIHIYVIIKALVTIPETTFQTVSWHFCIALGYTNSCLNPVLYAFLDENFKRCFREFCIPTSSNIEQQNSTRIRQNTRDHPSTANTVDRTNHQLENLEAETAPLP
Target sequence (P41143 whole entry, looked up): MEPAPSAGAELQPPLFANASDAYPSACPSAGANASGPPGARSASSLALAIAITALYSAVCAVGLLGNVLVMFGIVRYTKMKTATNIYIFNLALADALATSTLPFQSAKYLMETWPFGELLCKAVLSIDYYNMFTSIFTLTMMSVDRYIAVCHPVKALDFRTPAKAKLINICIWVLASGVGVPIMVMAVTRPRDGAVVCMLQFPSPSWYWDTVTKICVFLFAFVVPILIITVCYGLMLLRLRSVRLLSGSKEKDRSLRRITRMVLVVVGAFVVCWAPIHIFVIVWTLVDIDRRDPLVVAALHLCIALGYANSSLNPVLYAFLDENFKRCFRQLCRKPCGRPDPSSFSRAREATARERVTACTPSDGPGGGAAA
DSG3 Ab inh – inhibitors of pemphigus antibody binding to human desmoglein-3 | DSG3-coupled beads, scFv-anti-DSG3-GFP binding, flow cytometry; stronger effect = lower value | binding (percent of control), % at 10 µM | hit rate 0.48% among 310,000;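 active = binding more than 3 SD below its plate's average and above zero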; note: some compounds called inactive have numbers as strong as hits
HTR5A ag ctr – activates human HTR5A in OPRM1-OPRD1 agonist counter-screen; P47898; HTR5A agonist assay, luminescence, cell-based; activation, % at 9.3 µM; hit rate 0.61% among 340,000; AID 504692; in the data active = activation mostly above about 9.5%, no sharp cut-off; inactive = mostly below about 7.6%;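 note: 0% = cells with vehicle only and 100% = reference agonist; strong numbers were not always called active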
PfHsp90 set2 – inhibits growth of yeast expressing Plasmodium falciparum Hsp90; hit rate 0.32% among 310,000; inhibition, % at 9.4 µM; S. cerevisiae expressing PfHsp90, BacTiter-Glo ATP, 48 h; yeast lacking PDR1 and PDR3 efflux regulators;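 active = every replicate shows inhibition above about 80%, whatever the replicate mean, limit read from the data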;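 note: 0% = DMSO neutral controls and 100% = 20 µM radicicol positive controls; yeast relying on Plasmodium falciparum Hsp90 in place of its own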
SUMO Mot1 rescue – SUMOylation pathway inhibition by Mot1-301 growth rescue | S. cerevisiae Mot1-301 growth rescue, ATP luminescence, 38.5C; percent above DMSO median, 100 means doubled | growth rescue, % at 18.8 µM | hit rate 1% among 320,000 | AID 2716;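 active = every valid replicate shows activation above 250% relative to neutral control wells; inactive = the rest, any valid replicate at or below 250%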;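 note: OY570 slx delta 5 strain wells were the positive control but not used for scaling; some compounds called inactive have numbers as strong as hits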
AddAB inh – less growth of phage-infected E. coli with AddAB; E. coli expressing H. pylori AddAB, absorbance growth; inhibition, % at 11.9 µM; hit rate 0.29% among 330,000; AID 435030; in the data active = inhibition above about 12%;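 note: 0% = vehicle wells of infected cells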
HTR5A inv ctr – HTR5A inverse agonism, opioid heterodimer counter-screen; HTR5A cell line, luminescence; inhibition, % at 9.3 µM; hit rate 0.083% among 340,000; AID 504634; in the data active = inhibition mostly above about 23%, no sharp cut-off; inactive = mostly below about 18%;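 note: 0% = cells with DMSO and 100% = no-cell wells with DMSO; some compounds called inactive have numbers as strong as hits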
OPRM1-OPRD1 inv – mu-delta opioid heterodimer inverse agonism. P35372+P41143. cell-based MOR-DOR heterodimer luminescence. inhibition, % at 9.3 µM. hit rate 0.21% among 340,000; in the data active = inhibition above about 22%, passing the limit was not always enough;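 note: 0% = cells with DMSO and 100% = wells without cells with DMSO; values of inactives mirror those of a sister screen read the other way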
PKA-R1A act – activators of PKA-R1A complex; P00514+P68181; PKA-R1A dissociation, Cy5-IP20 fluorescence polarization; scaled: DMSO 0%, 113 µM cGMP 100%; hit rate 0.083% among 340,000; activation, % at 11.4 µM; AID 504707;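 active = percent activation above the mean of all tested compounds plus 3 SD, cut at about 19% in these data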;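 note: higher means more PKAc released from R1A so a rise in polarization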
phage Ecoli inh – E. coli growth loss with phage present; AID 651602; inhibition, % at 11.9 µM; growth absorbance; hit rate 0.26% among 360,000; in the data active = inhibition above about 11%
Ecoli viability – reduces bacterial viability in AddAB counter-screen; E. coli V3065 growth, OD600 absorbance, 18 h; inhibition, % at 11.9 µM; hit rate 0.27% among 330,000;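 active = inhibition above the campaign's mean inhibition across all tested compounds plus 3 SD, cut at about 9.9% in these data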;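 note: uninfected addAB+ strain grown without phage in ampicillin broth; 0% = DMSO wells and 100% = ciprofloxacin 0.95 µg/ml wells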
* hit, by the source's call; . = not tested or not shown. Compounds as they come; about 3.2% have a hit in one of these screens.

smiles	MOR-DOR ag	DSG3 Ab inh	HTR5A ag ctr	PfHsp90 set2	SUMO Mot1 rescue	AddAB inh	HTR5A inv ctr	OPRM1-OPRD1 inv	PKA-R1A act	phage Ecoli inh	Ecoli viability
O=C(COc1ccccc1Cl)NNC(=O)c1cc(S(=O)(=O)N2CCOCC2)ccc1N1CCCC1	-2.8	97	5	2	-7	2.8	7	14	-4	4.0	-0.8
O=C(NCCCO)c1ccc2[nH]c3ccccc3c2c1	-3.0	108	-3	-4	-5	3.3	-17	17	1	1.2	1.7
Cc1cccc(NC(=O)CS(=O)(=O)Cc2ccccc2)n1	1.8	96	1	-1	11	-0.6	4	-10	1	4.9	-2.1
O=C(CNC(=O)C1COc2ccccc2O1)N/N=C\c1ccccc1Cl (stereo unspecified)	-1.4	99	2	-14	-14	3.0	-9	7	-4	-0.6	-0.8
COc1ccc(-c2noc(CN(C(=O)c3ccc4c(c3)OCO4)C(C)C)n2)cc1	-0.8	93	-2	-59	-6	-1.5	21	5	-1	3.8	0.9
CC(C)(CO)NCc1c(OCc2ccc(Cl)cc2)ccc2ccccc12	1.1	119	-5	-15	-7	3.3	17	-6	-4	0.6	3.1
COC(=O)C/C(N)=C(\C#N)C(=O)OC	-2.0	106	1	14	1	-2.5	-28	10	3	4.2	-3.5
COc1cc(C(=O)NCCOc2ccccc2C)cc(OC)c1OC	-3.4	98	-1	-8	-7	0.3	4	15	-8	-1.2	2.3
Cc1ccc(CC2CC(=O)N(c3nc4ccccc4s3)C2=O)cc1 (stereo unspecified)	-0.5	100	2	-33	0	-2.4	0	3	-9	1.4	-0.7
Cc1[nH]c(=O)[nH]c(=O)c1S(=O)(=O)N1CCC(C(=O)N2CCN(c3cccc(C(F)(F)F)c3)CC2)CC1	-0.2	114	3	5	12	0.9	-7	1	-3	3.6	-4.6
Cn1c(SCC(=O)NNC(=O)Cc2ccccc2)nnc1-c1ccccc1	-0.1	103	-2	2	5	2.3	11	1	6	1.7	0.5
Cc1ccc(/C=N/NC(=O)c2nnn(-c3nonc3N)c2C)o1	-3.4	118	1	-6	-9	.	-4	19	0	0.3	.
Cc1cc(C)cc(NC(=O)CC2Oc3ccc(C)cc3NC2=O)c1 (stereo unspecified)	1.7	97	-4	-33	63	-1.6	15	-8	3	-0.2	1.4
CSc1ccccc1NS(=O)(=O)c1ccc2c(c1)OCCO2	-1.2	105	-1	3	23	-0.1	-24	7	-1	1.9	0.2
COc1ccc(OC)c(-c2nnc3n2N=C(c2ccc(OC(F)F)c(OCC4CC4)c2)CS3)c1	-2.6	106	5	-15	-13	1.9	-23	14	5	0.3	-0.2
Cc1ccc2c(c1)N(CC(=O)N1CCCCC1c1cccnc1)C(=O)CO2 (stereo unspecified)	-0.1	119	0	-18	-11	-0.8	-27	0	8	0.7	2.6
Cc1cc(C(=O)COC(=O)CN=C2NS(=O)(=O)c3ccccc32)c(C)n1CCc1ccc(Cl)cc1	-2.0	94	4	-15	11	0.3	6	10	-6	2.6	0.9
CCc1ccc(/C=N/NC(=O)c2nnn(-c3nonc3N)c2CN2CCc3ccccc32)cc1	2.7	.	-5	-11	6	2.4	-3	-17	-2	-2.2	-1.5
Cc1ccccc1-n1nc(SCC(=O)O)sc1=S	-1.9	106	0	28	26	2.3	-6	10	10	1.2	-1.5
CC(=O)Nc1nc(C(F)(F)F)cs1	-0.8	104	1	7	-22	0.0	7	4	9	2.6	-0.4
C/C(=N\Nc1nncc2ccccc12)c1ccc(Cl)c([N+](=O)[O-])c1	0.3	104	1	-8	-2	1.0	13	-2	-9	0.8	2.9
O=S(=O)(c1cccc(NC(=S)N2CCN(c3ccccc3)CC2)c1)C(F)F	2.1	98	-2	-28	-5	1.2	4	-10	-14	3.9	-1.6
COCc1ccc(C(=O)N2CCCC(N(C)CCc3ccc(OC)c(OC)c3)C2)s1 (stereo unspecified)	0.1	106	-1	-30	4	-0.1	13	-1	6	4.2	1.4
COc1ccc(CNc2ncccc2[N+](=O)[O-])cc1	-4.5	101	0	-3	4	-0.7	1	20	-4	1.4	0.4
O=C(c1ccc(C(F)(F)F)cc1)C1CCCN(C(=O)CCN2CCCO2)C1 (stereo unspecified)	0.3	92	-1	12	3	1.1	3	-2	-4	3.4	1.8
Fc1ccc(-n2nnc(-c3cccnc3)n2)cc1	-3.1	99	5	5	39	2.5	-1	17	3	1.8	0.0
CCN1C(=O)/C(=C/c2ccc(OC)c(OC)c2)N=C1SCC(=O)NCc1ccco1	-2.6	83	0	5	4	-0.1	-6	13	-2	2.9	-2.8
COc1ccc(S(=O)(=O)NNC(=O)c2ccc([N+](=O)[O-])cc2)cc1	1.8	113	0	-34	87	0.4	0	-9	1	2.0	2.0
Nc1cc(N)nc(SCC(=O)NCCC2=CCCCC2)n1	-4.8	100	-1	-10	-10	0.3	-24	24	-11	1.2	0.5
Cc1cc(NC(=O)COC(=O)c2cc3c(s2)CCC(C)C3)no1 (stereo unspecified)	8.3	.	7	-23	14	0.3	-20	-51	0	0.6	-2.5

Whole records as entered above. Order of values: MOR-DOR ag	DSG3 Ab inh	HTR5A ag ctr	PfHsp90 set2	SUMO Mot1 rescue	AddAB inh	HTR5A inv ctr	OPRM1-OPRD1 inv	PKA-R1A act	phage Ecoli inh	Ecoli viability
Profile of `CCN1C(=O)/C(=C/c2ccc(OC)c(OC)c2)N=C1SCC(=O)NCc1ccco1` = -2.6	83	0	5	4	-0.1	-6	13	-2	2.9	-2.8
Profile of `C/C(=N\Nc1nncc2ccccc12)c1ccc(Cl)c([N+](=O)[O-])c1` = 0.3	104	1	-8	-2	1.0	13	-2	-9	0.8	2.9

The list continues:
smiles	MOR-DOR ag	DSG3 Ab inh	HTR5A ag ctr	PfHsp90 set2	SUMO Mot1 rescue	AddAB inh	HTR5A inv ctr	OPRM1-OPRD1 inv	PKA-R1A act	phage Ecoli inh	Ecoli viability
CCOCCCN(C)C1CCN(C(=O)c2oc3ccccc3c2NC(=O)c2cccc([N+](=O)[O-])c2)CC1	-2.2	94	-3	3	19	2.5	24	11	-6	0.3	-3.5
COCC(=O)NC1CCCCCC1	-2.2	111	2	13	3	-0.6	12	12	-10	-1.2	-1.1
COc1cc(S(=O)(=O)NC2CC(C)(C)NC(C)(C)C2)c(OC)cc1Cl	-3.0	101	-1	15	4	4.2	4	14	-6	0.6	0.9
COC(=O)C(CCSC)NC(=O)c1cccc([N+](=O)[O-])c1 (stereo unspecified)	0.3	103	-2	.	-26	1.6	6	-2	-6	4.8	-0.3
CCc1ccccc1N1C(=O)c2ccccc2S1(=O)=O	-1.4	107	1	7	104	2.6	1	7	5	-0.2	-1.0
O=C(CSc1nc2ccccc2c(=O)[nH]1)Nc1ccccc1O	-1.3	106	3	16	17	3.4	-10	9	-2	2.5	1.6
CCc1ccc(C(=O)/C=C/c2ccc([N+](=O)[O-])o2)cc1	3.9	93	-1	-58	15	2.8	3	-22	-4	6.8	4.5
COc1ccc(CNC(=O)CN(Cc2ccccc2F)C(=O)c2csnn2)cc1	-3.1	105	1	-11	265	3.1	10	17	0	3.0	3.8
CNC(=O)c1ccccc1Nc1ccc(SC(F)F)cc1	-1.5	103	3	0	-20	3.0	-13	7	3	3.4	-0.3
CCN(CC)S(=O)(=O)c1cc(NC(=O)CN2C(=O)NC(C)(c3ccccc3)C2=O)ccc1C (stereo unspecified)	-0.5	115	3	-2	-13	1.7	3	3	10	-2.8	2.3
COc1cccc(CN2CCN(C(=O)c3cc(-c4ccncc4)nc4ccc(C)cc34)CC2)c1	-2.1	108	-1	9	15	0.0	-14	11	7	0.9	-3.4
CCOc1ccc(N/C(=N/c2nc(C)cc(C)n2)NC(C)=O)cc1	-2.3	.	-5	-3	-15	3.1	13	11	-8	2.1	2.4
Cc1csc(SCC(=O)Nc2sccc2C(N)=O)n1	0.0	115	2	.	1	3.1	11	0	-8	1.4	-0.2
CCN(C[C@H]1N[C@@](CC)(C(=O)OC)[C@H]2C(=O)N(C)C(=O)[C@@H]12)C(=O)Nc1ccccc1	-4.3	87	-1	7	.	2.2	4	20	-9	-0.2	-1.1
O=C(NCc1nc(-c2ccc(Cl)cc2)no1)c1ccc2c(c1)OCO2	2.5	105	-3	0	16	3.9	-18	-21	0	1.5	1.0
COc1cccc(CN(C)C(=O)c2ccc(NC(=O)CC3SC(N4CCCC4)=NC3=O)cc2)c1OC (stereo unspecified)	-2.0	102	1	-21	-8	0.5	8	13	-5	0.1	-0.1
COCCOc1ccc(C(F)(F)F)cc1Nc1nc2ccccc2o1	3.3	108	2	-14	14	-0.1	-10	-15	-2	1.8	0.0
CC(Oc1ccccc1)C(=O)N/N=C/c1ccccn1 (stereo unspecified)	-4.1	109	0	5	-2	4.2	4	19	0	2.0	1.3
CC(C)Oc1ccc(C(=O)Nc2ccccc2N2CCCC2)cc1	4.3	114	3	-11	-12	0.9	-7	-21	-7	1.6	-1.1
CCC(CC)C(=O)Nc1ccc([N+](=O)[O-])cn1	-1.6	110	-2	13	175	5.1	7	9	-1	0.8	-0.7
COc1cccc(NC(=O)c2cccnn2)c1	-1.8	107	2	-31	3	1.0	-7	8	11	2.6	0.7
O=C(COc1ccccc1[N+](=O)[O-])N(Cc1cccc(Br)c1)C1CCS(=O)(=O)C1 (stereo unspecified)	-1.8	98	4	-1	19	7.5	-17	9	-10	2.4	-0.3
CCCCn1c(N)c(N(Cc2ccccc2OC)C(=O)COc2ccccc2C#N)c(=O)[nH]c1=O	-0.2	90	2	-13	-5	-0.1	9	1	-6	-1.8	-1.1
O=C(CS(=O)(=O)c1ccc(F)cc1)N1CCN(c2ccccc2)CC1	-1.6	104	8	.	514*	4.9	-22	10	1	5.2	3.4
COc1ccccc1CC(=O)N(Cc1ccccc1)c1ccc(C)cc1	4.5	114	-2	-6	11	4.2	4	-23	0	-0.1	1.3
CCOC(=O)N1CCN(C(=O)COc2cccc3c2CCN(CC)C3=O)CC1	-2.2	.	5	-11	-10	-1.4	-46	10	-9	1.8	-1.2
CCOc1cc(C(=O)N2CCN(c3ccc(C(C)=O)cc3)CC2)cc(OCC)c1OCC	0.5	107	1	9	-9	1.2	19	-3	2	1.0	-1.6
COc1ccccc1-n1c(SCC(=O)N2CCCC2)nnc1-c1ccccc1	-3.3	103	-4	0	197	-0.4	12	17	-12	-16	2.3
CC(C)[C@H](NC(=O)NC1CCCC1)C(=O)O	-2.2	94	-4	5	.	-0.3	13	12	-12	-0.9	0.2
CC(OC(=O)CN1C(=O)NC2(CCCC2)C1=O)C(=O)c1ccccc1 (stereo unspecified)	-1.2	105	1	-24	21	1.5	7	6	10	4.0	-1.2
COc1cccc(/C=N/n2cncn2)c1OCC#N	-3.4	.	-4	3	-6	0.2	10	20	-9	2.3	-0.9
COc1ccc(C(C)=O)cc1Cn1c(=O)cc(C)[nH]c1=O	-0.4	119	-3	33	-8	1.6	-14	3	-5	2.5	-4.7
